# High-throughput results (PubChem BioAssay)
# PI5P4K alpha inh – blocks human PI5P4K alpha kinase activity; max response, %; PI5P4Kalpha enzyme, ADP-Glo luminescence, 60 min; stronger effect = lower value; P48426; actives 1.2% (n = 330,000); active = max response of -50% or lower; inconclusive = between -30% and -50%; inactive = -30% or higher; also: value at the top dose of about 77 µM; % is scaled to controls: 0 for no effect and ±100 for the full control effect
# Target sequence (P48426 whole entry, looked up): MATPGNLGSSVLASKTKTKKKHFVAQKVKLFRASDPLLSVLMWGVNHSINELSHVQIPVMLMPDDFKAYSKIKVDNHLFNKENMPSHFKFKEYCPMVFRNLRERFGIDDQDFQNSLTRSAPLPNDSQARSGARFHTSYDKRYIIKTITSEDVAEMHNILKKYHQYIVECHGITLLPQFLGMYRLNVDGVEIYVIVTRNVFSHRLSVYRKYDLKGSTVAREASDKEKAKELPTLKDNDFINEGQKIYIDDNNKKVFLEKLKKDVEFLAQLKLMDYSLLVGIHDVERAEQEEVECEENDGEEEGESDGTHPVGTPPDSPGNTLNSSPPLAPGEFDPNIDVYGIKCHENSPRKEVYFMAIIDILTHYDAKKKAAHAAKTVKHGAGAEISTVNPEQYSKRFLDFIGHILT
#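 Compounds were pin-transferred onto PI5P4Kalpha and substrate in HEPES pH 7.4 buffer with EGTA, CHAPS and 5% DMSO. ATP (5 microM final) started the reaction, which ran 60 minutes at room temperature before ADP-Glo detection.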
# HEK293 tox – cytotoxicity counter-screen for GLP-1 receptor inverse agonists; HEK293 cAMP-luciferase reporter cells, luminescence, 24 h; Potency, µM (doses to about 38.3 µM), for the others: at the top dose activity change, negative = inhibition, actives largely listed as inhibitors; actives 0.13% (n = 410,000); AID 624418;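 also: loss of luciferase light is scored as toxicity; potency is read from the fitted curve at half-maximal effect; % is scaled to controls: 0 for no effect and ±100 for the full control effect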
#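 Cells in DMEM/10% Nu serum/1% pen-strep, 1536-well format. Pre-incubated 12 h, dosed with 23 nL compound, incubated a further 24 h. Luciferase detection, 12 min at room temp, luminescence.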
# PLK1 PBD block – PLK1 (human) polo-box domain binding inhibition; actives 2.8% (n = 360,000); Plk1 PBD binding of FITC phosphopeptide, fluorescence polarization; P53350; Potency, µM, without a hit: max response, negative = inhibition, hits mostly inhibitors; AID 720504; also: potency is read from the fitted curve at half-maximal effect; series mostly up to about 57 µM; % is scaled to controls: 0 for no effect and ±100 for the full control effect; nearly all actives have a fitted effect of over 65% in size
# D3 antag – blocks the human D3 dopamine receptor | P35462 | D3R cells, DiscoveRx beta-arrestin luminescence, antagonist mode; stronger effect = lower value | max response, negative = inhibition, % | actives 2.5% (n = 360,000) | AID 652054; in the data active = max response below about -50%; inconclusive = no clear call, values can overlap the other calls; also: % is scaled to controls: 0 for no effect and ±100 for the full control effect; mostly tested at two doses, the higher about 12 µM
#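 Cells expressing the human receptor were seeded at 1500 cells/well, incubated overnight at 37 degrees C in 5% CO2, then exposed to library compounds with dopamine controls for 90 minutes at 37 degrees C before luminescent detection.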
# WRN helicase inh – blocks human WRN helicase; Q14191; WRN helicase unwinding, fluorescent forked duplex, kinetic; Potency, µM (titrated, usually from 114 µM), without a hit: at the top dose activity change, negative = inhibition, most hits filed as inhibitors; actives 0.46% (n = 360,000); AID 651768; also: potency is read from the fitted curve at half-maximal effect; % is scaled to controls: 0 for no effect and ±100 for the full control effect; nearly all actives have a fitted effect of over 55% in size
#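 Enzyme (20 nM final) and test compound sit together 15 min at room temperature before substrate addition. Substrate is a single-forked duplex oligonucleotide (100 nM) labelled with fluorophore and quencher, with 2 mM ATP; helicase unwinding raises red fluorescence, read kinetically.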
# D3 ag – activates the human D3 dopamine receptor | D3R DiscoveRx beta-arrestin cells, luminescence, 90 min | max activation, % | actives 0.58% (n = 410,000) | AID 652048; in the data active = max activation above about 30%; also: 0% is about no effect; mostly tested at two doses, the higher about 12 µM
#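 Cells at 1500/well, incubated overnight, then treated with pinned compounds (dopamine as control) for 90 min at 37 degrees C. DiscoveRx reagent added for 30 - 60 minutes at room temperature; luminescence read.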
# GLP1R ag – activates the human GLP-1 receptor | HEK293 GLP-1R CRE-luciferase, luminescence, 4-6 h; cells express a hypersensitive GLP-1R form | Potency, µM (highest dose often 45.6 µM), for inactives: at the highest dose activation, usual class: activators | actives 0.007% (n = 380,000) | AID 624172; also: potency is read from the fitted curve at half-maximal effect; % of control where 0% means no effect
# Target sequence (P43220 whole entry, looked up): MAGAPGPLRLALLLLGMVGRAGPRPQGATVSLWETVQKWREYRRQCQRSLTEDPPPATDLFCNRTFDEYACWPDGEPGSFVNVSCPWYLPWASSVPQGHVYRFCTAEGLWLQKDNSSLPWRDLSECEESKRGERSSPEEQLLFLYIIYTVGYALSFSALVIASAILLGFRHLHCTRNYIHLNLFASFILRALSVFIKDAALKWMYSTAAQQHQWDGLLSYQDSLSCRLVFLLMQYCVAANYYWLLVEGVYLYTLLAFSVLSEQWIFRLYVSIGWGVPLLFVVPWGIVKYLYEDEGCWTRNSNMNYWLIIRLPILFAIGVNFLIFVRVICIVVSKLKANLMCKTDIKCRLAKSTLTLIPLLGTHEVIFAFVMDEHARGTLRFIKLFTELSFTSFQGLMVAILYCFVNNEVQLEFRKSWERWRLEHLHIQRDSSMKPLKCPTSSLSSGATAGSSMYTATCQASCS
# IL2 activator – activates IL-2 in a cell-based reporter assay; IL-2 activation reporter assay, cell-based qHTS; stimulated with anti-CD3/CD4/CD28 beads; in transgenic mouse T cells; activation, % (series mostly up to about 46 µM); actives 0.065% (n = 360,000); AID 652025; in the data active = activation above about 50%; inconclusive = mostly about 30% to 49%; also: 0% is about no effect
#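 Unstimulated transgenic mouse T cells preincubated 60 min with compound, then stimulated with anti-CD3/anti-CD4-coated beads plus anti-CD28 for 18 h at 37 degrees C. IL-2 response read as EGFP and DsRed fluorescence by plate cytometry.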
# GLP-1R inv ag – GLP-1 receptor (human) inverse agonism | actives 1.6% (n = 410,000) | AID 624417 | HEK293 GLP-1R CRE-luciferase, luminescence, 24 h; GLP-1R form is constitutively active | P43220 | Potency, µM (titrated, usually from 38.3 µM), inactives show at the top dose activity change, negative = inhibition, hits mostly inhibitors; also: potency is read from the fitted curve at half-maximal effect; % is scaled to controls: 0 for no effect and ±100 for the full control effect; nearly all actives have a fitted effect of over 55% in size
#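 HEK293 cells stably co-expressing a cAMP-responsive luciferase reporter and constitutively active GLP-1R were seeded, incubated 12 h, then exposed to compounds for 24 h at 37 C. Luminescence was read 12 min after detection reagent; inverse agonists lower signal.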
# Numbers without * were called inactive; ? = inconclusive; / = not tested or not shown; [ ] = remark or other dose. Unless noted, calls follow the shape of the dose curve; as a rule, active = well fitted curve in the direction sought with a large enough effect; inconclusive = small, poorly fitted or top-dose-only effect, or another doubt; inactive = no such curve, though single readings can be large; an effect the other way counts as inactive or inconclusive.
SMILES,PI5P4K alpha inh,HEK293 tox,PLK1 PBD block,D3 antag,WRN helicase inh,D3 ag,GLP1R ag,IL2 activator,GLP-1R inv ag
Cc1cc(Oc2nc3ccccn3c(=O)c2/C=C(\C#N)C(=O)NC2CCS(=O)(=O)C2)ccc1Cl (stereo unspecified),1,439%[activator],-12%,2,-10%,3,11%,-0.3,?
Cc1cc(C(=O)N2CCN(S(=O)(=O)c3ccc(C)c(C)c3)CC2)no1,-6,3%,-5%,-21,7%,-6,1%,-2.1,-3%
COc1ccc2cc3cc(C(=O)NCc4ccco4)oc3nc2c1,-14,7%,-13%,-19,?,-2,20%,-3.9,0%
CS(=O)(=O)c1ccccc1-c1nc(-c2cccc(Cl)c2)no1,5,-3%[7.66 µM],-8%,-13,-7%,-7,14%,1.0,51%[activator][7.66 µM]
CCOC(=O)CSc1nnc(-c2ccc(OC)cc2OC)o1,/,15%,-5%,-16,-7%[57.1 µM],-13,-2%,-2.7,7%
COC(=O)C(Cc1ccc(OC(=O)c2ccccc2Cl)cc1)N1Cc2ccccc2C1=O (stereo unspecified),5,6%,-14%,-7,-43%[57.1 µM],-5,-15%,-2.0,?
C=C1[C@@H](O)[C@H](CC(C)C)N(Cc2ccccc2Br)S1(=O)=O,4,?,-17%,-7,-2%,-21,-25%,-0.7,?
COc1cccc(-c2nc(N3CC(C)CC(C)C3)c3ccccc3n2)c1O (stereo unspecified),4,1%,1%,7,-21%,4,1%,-1.0,-8%
O=C(Nc1nnc(SCc2ccccc2)s1)c1cccs1,-7,-20%,?,-2,5%,0,-5%,-1.7,-6%
Cc1ccc(C(=O)C(C)OC(=O)CNC(=O)c2ccc(Br)o2)cc1 (stereo unspecified),2,-2%,-10%,-6,-5%,-7,13%,-1.5,12%
O=c1c2ccccc2nnn1CCc1ccccc1,-13,1%,4%,-8,-1%,7,-3%,-0.5,?
CN(Cc1ccccc1)C(=O)COC(=O)c1cc(NS(=O)(=O)c2cccs2)ccc1O,-5,-1%,-6%,27,-16%,1,1%,0.9,?
N#C/C(=C\C=C\c1ccccc1)C(=O)N1CCCC1,-11,2%,-12%,-27,?,-8,2%,-5.1,-15%
O=C(Nc1ccccc1)C12CC3CC(C1)CC(n1cnc([N+](=O)[O-])n1)(C3)C2,5,68%,-1%,15,-7%,-9,7%,-1.5,-26%
Cc1nc2ccccn2c1C(=O)NC1CCCc2ccccc21 (stereo unspecified),0,-21%,-6%,37,-2%,1,9%,-4.6,-11%
OCC1(Cc2ccccc2)CCN(Cc2cc3ccccc3o2)CC1,2,8%,2%,?,5%,9,11%,-2.4,?
CC(=O)Nc1ccc(NC(=O)COC(=O)[C@@H]2CCCN2C(=O)c2cccs2)cc1,1,0%,-3%,5,-1%,-9,1%,0.3,5%
C[C@H](CO)N1C[C@H](C)[C@@H](CN(C)C(=O)c2ccncc2)OCc2cnnn2CCCC1=O,-5,9%,-21%,-22,-1%,-7,4%,-3.7,10%
NC(=O)CSc1nnc(NC(=O)c2ccc(Br)o2)s1,-16,-5%,?,4,-26%[11.6 µM],1,-9%,-0.2,4%
COc1ccc(CCNC(=O)C2CCN(C(=O)c3ccc([N+](=O)[O-])cc3)CC2)cc1,-9,6%,-27%,-10,3%,-9,1%,-0.8,1%
c1ccc(-c2csc(N3CCCCCC3)n2)cc1,20,16%,-7%,16,7%,-22,0%,-4.0,?
COc1ccccc1N1CCN(C(=O)/C=C/c2ccc3c(c2)OCO3)CC1,/,-18%,-1%,45,2%,21,?,0.2,-8%
Cc1ccc2c(n1)sc1c(-c3ccc(Br)cc3)c(C#N)c(N)nc12,5,96%[activator],-8%,0,-7%[57.1 µM],6,4%,0.3,31%
CN(C)c1ccc(C(=S)N2CCNCC2)cc1,0,-11%,-17%,0,-14%,-8,-2%,1.4,-11%
O=S1(=O)CC(N2CCC(Cc3ccccc3)CC2)CN1C1CCCC1 (stereo unspecified),16,-2%,1%,?,5%,-12,1%,-0.3,?
COc1ccc(-c2nc(SCC(=O)Nc3cc(C)on3)n[nH]2)cc1,-24,-16%,-4%,12,-11%,1,-7%,0.1,5%
CC1CCc2cc(F)cc3c(O)c(C(=O)NCCN(C)C)c(=O)n1c23 (stereo unspecified),1,5%,-5%,-26,-4%,-6,0%,3.1,?
CCOC(=O)N1CCN(S(=O)(=O)c2ccc(OCC)c3ccccc23)CC1,-2,-26%,-10%,-13,3%[57.1 µM],1,1%,-1.8,?
Cc1cccc(-n2c(O)c(C=Nc3ccc4c(c3)OCO4)c3ccccc3c2=O)n1,-18,-7%,-23%,25,-2%,-2,0%,-0.3,5%
Cc1ccc(CN2C(=O)CCC2C(=O)NCCCN2CCCC(C)C2)cc1 (stereo unspecified),2,-15%,-3%,14,2%,-4,-13%,0.0,-21%
Cc1ccc2cc3cc(C(=O)NCCCN4CCCC4=O)oc3nc2c1,-2,2%,-10%,1,1%,0,2%,0.1,34%[activator]
CCn1cc(C(=O)NCc2ccco2)c(=O)c2cc(S(=O)(=O)N3CC(C)CC(C)C3)ccc21 (stereo unspecified),0,-20%,-2%,19,-1%,4,-10%,-2.2,0%
Cc1sc2ncnc(OCC(=O)NC(C)C(C)C)c2c1C (stereo unspecified),-10,-1%,-5%,2,13%,-1,5%,2.6,5%
O=C(CSc1ncn[nH]1)N1N=C2/C(=C\c3ccco3)CCCC2C1c1ccco1 (stereo unspecified),2,3%,-5%,8,0%,1,13%,0.2,8%
CC(C)CCN(CCC(C)C)C/C(O)=C(\C#N)c1nc(-c2ccccc2)cs1,/,14%,-9%,-4,-10%,-7,-19%,-1.9,0%
Cc1ccccc1-c1nnc(SCC(=O)Nc2c(C)n(C)n(-c3ccccc3)c2=O)o1,8,5%,-2%,18,-4%,1,-12%,0.6,0%
CN1CCN(C(c2ccc(C(F)(F)F)cc2)c2ccc3cccnc3c2O)CC1 (stereo unspecified),?,8%,3.8µM*,?,6%,-29,-5%,-4.1,?
O=C(O)COc1ccc2c3c(c(=O)oc2c1)CCC3,3,-9%,0%,-8,-2%,4,-1%,0.7,-4%
CCOc1ccc(C(C)NC(=O)C2CCN(S(=O)(=O)c3ccc(OC)cc3)CC2)cc1OCC (stereo unspecified),4,-8%,1%,21,2%,0,0%,-4.1,6%
O=C(C1CCCCC1)N1CCN(c2ccnc3cc(Cl)ccc23)CC1,1,-7%,-2%,11,8%,17,9%,-2.2,?

# As a working copy, some entries already given.
SMILES,PI5P4K alpha inh,HEK293 tox,PLK1 PBD block,D3 antag,WRN helicase inh,D3 ag,GLP1R ag,IL2 activator,GLP-1R inv ag
CN1CCN(C(c2ccc(C(F)(F)F)cc2)c2ccc3cccnc3c2O)CC1 (stereo unspecified),?,8%,3.8µM*,?,6%,-29,-5%,-4.1,?
O=C(O)COc1ccc2c3c(c(=O)oc2c1)CCC3,3,-9%,0%,-8,-2%,4,-1%,0.7,-4%
CCOc1ccc(C(C)NC(=O)C2CCN(S(=O)(=O)c3ccc(OC)cc3)CC2)cc1OCC (stereo unspecified),4,-8%,1%,21,2%,0,0%,-4.1,6%
O=C(C1CCCCC1)N1CCN(c2ccnc3cc(Cl)ccc23)CC1,1,-7%,-2%,11,8%,17,9%,-2.2,?

# Limited to GLP-1R inv ag, D3 ag and HEK293 tox, for some of the entries so far:
SMILES | GLP-1R inv ag | D3 ag | HEK293 tox
CC(C)CCN(CCC(C)C)C/C(O)=C(\C#N)c1nc(-c2ccccc2)cs1 | 0% | -7 | 14%
Cc1ccccc1-c1nnc(SCC(=O)Nc2c(C)n(C)n(-c3ccccc3)c2=O)o1 | 0% | 1 | 5%
CN1CCN(C(c2ccc(C(F)(F)F)cc2)c2ccc3cccnc3c2O)CC1 (stereo unspecified) | ? | -29 | 8%
O=C(O)COc1ccc2c3c(c(=O)oc2c1)CCC3 | -4% | 4 | -9%

# Other entries
SMILES,PI5P4K alpha inh,HEK293 tox,PLK1 PBD block,D3 antag,WRN helicase inh,D3 ag,GLP1R ag,IL2 activator,GLP-1R inv ag
COc1cccc(-c2c(C(=O)N/N=C(\C)c3cccnc3)nnn2-c2nonc2N)c1,6,8%,-17%,7,-3%,2,1%,-1.9,9%
CC1CCN(c2ccc3nnc(CCC(=O)NCC(C)c4ccccc4)n3n2)CC1 (stereo unspecified),-5,-5%,0%,-1,0%,-3,12%,2.6,-6%
COCC(C)N=C1NN=C(c2c[nH]c3ccccc23)CS1 (stereo unspecified),10,-10%,-11%,-12,1%,-4,-4%,-2.5,6%
O=[N+]([O-])c1cc(S(=O)(=O)N2CCCC2)ccc1N/N=C/c1cccnc1,-6,9%,0%,12,-13%[57.1 µM],5,6%,3.6,11%
COc1ccc2c(C)c(CCC(=O)NCCCN3CCCC3=O)c(=O)oc2c1C,-6,3%,-2%,-6,10%,8,-4%,0.1,26%

# Compound profiles (already shown). Screens in order: PI5P4K alpha inh | HEK293 tox | PLK1 PBD block | D3 antag | WRN helicase inh | D3 ag | GLP1R ag | IL2 activator | GLP-1R inv ag
# COc1cccc(-c2c(C(=O)N/N=C(\C)c3cccnc3)nnn2-c2nonc2N)c1 as listed: 6 | 8% | -17% | 7 | -3% | 2 | 1% | -1.9 | 9%
# O=[N+]([O-])c1cc(S(=O)(=O)N2CCCC2)ccc1N/N=C/c1cccnc1 as listed: -6 | 9% | 0% | 12 | -13%[57.1 µM] | 5 | 6% | 3.6 | 11%
# CC1CCN(c2ccc3nnc(CCC(=O)NCC(C)c4ccccc4)n3n2)CC1 (stereo unspecified) as listed: -5 | -5% | 0% | -1 | 0% | -3 | 12% | 2.6 | -6%

# Not a hit list; about 7.8% have a hit in one of these screens.
